# BioA inh – BioA (M. tuberculosis) enzyme inhibition. purified M. tuberculosis BioA enzyme, plate reader. inhibition, % at 9.99 µM. hit rate 0.096% among 360,000; in the data active = inhibition above about 40%
# Vc quorum ag – inducers of Vibrio cholerae quorum light production without autoinducers; AID 588436; hit rate 0.16% among 350,000; V. cholerae BH1578 lux reporter, luminescence, 6 h; activation, % at 18.7 µM; in the data active = activation mostly above about 9.7%, no sharp cut-off; also: not every result past the cut was called active; inactives centre near 0; reference of the scale not given here
# MazF activator – increases E. coli MazEF RNase cleavage of RNA; P0AE70; FAM/BHQ RNA-DNA oligo cleavage fluorescence, 5 h; activation, % at 20 µM; hit rate 0.32% among 350,000; AID 504720; in the data active = activation above about 50%
# Target sequence (P0AE70 whole entry, looked up): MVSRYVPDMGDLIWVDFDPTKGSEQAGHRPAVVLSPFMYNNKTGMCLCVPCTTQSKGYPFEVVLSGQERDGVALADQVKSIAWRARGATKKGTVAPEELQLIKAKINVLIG
# FBA Mtb inh – inhibitors of M. tuberculosis fructose-bisphosphate aldolase | hit rate 2.3% among 360,000 | purified M. tuberculosis FBA, fluorescence read-out | AID 588726 | inhibition, % at 1 µM; in the data active = inhibition above about 27%;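 also: 0% = vehicle and 100% = reference inhibitor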
# Target sequence (P9WQA3 whole entry, looked up): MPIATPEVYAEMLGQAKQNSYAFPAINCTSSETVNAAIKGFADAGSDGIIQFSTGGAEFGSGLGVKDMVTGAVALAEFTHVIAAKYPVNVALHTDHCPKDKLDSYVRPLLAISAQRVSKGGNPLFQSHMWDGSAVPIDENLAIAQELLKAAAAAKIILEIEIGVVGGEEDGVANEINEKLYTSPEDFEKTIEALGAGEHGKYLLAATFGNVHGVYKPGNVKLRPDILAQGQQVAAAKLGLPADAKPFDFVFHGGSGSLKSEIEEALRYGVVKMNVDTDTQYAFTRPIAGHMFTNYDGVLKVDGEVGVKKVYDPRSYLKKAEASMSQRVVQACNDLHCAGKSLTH
# GDH-TPI counter – inhibits GDH-TPI coupling enzymes, artifact for Mtb FBA screen | GDH-TPI coupled enzyme counterscreen, NADH absorbance | inhibition, % at 4.8 µM | hit rate 1.2% among 360,000 | AID 588335; in the data active = inhibition above about 30%;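 also: 0% = DMSO wells and 100% = wells lacking the enzyme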
# DUSP3 inh – blocks human VHR1 dual specificity phosphatase. inhibition, % at 13.3 µM. hit rate 0.52% among 290,000. AID 1654. recombinant VHR phosphatase, pNPP absorbance. P51452; in the data active = inhibition above about 50%; also: some compounds called inactive have numbers as strong as hits
# Target sequence (P51452 whole entry, looked up): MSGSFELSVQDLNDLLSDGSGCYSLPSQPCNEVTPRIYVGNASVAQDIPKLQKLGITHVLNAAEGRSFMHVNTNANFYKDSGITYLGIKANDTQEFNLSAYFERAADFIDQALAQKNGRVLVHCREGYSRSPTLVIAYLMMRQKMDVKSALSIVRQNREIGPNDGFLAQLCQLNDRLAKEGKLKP
# PriA SSB inh – inhibitors of Klebsiella pneumoniae PriA binding to SSB C-terminal tail | inhibition, % at 33 µM | AlphaScreen SSBct-PriA binding, biotinylated peptide | hit rate 0.6% among 430,000; in the data active = inhibition mostly above about 37%, no sharp cut-off; inactive = mostly below about 20%;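 also: plate controls were negative control peptide for no effect and reference peptide for full effect; strong numbers were not always called active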
# Rv3671c protease – Rv3671c (M. tuberculosis) protease inhibition; inhibition, % at 5.96 µM; hit rate 0.048% among 320,000; in the data active = inhibition above about 38%;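 also: extracellular domain of Rv3671c used as enzyme; 0% = enzyme with DMSO and 100% = no enzyme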
# Target sequence (P9WHR9 whole entry, looked up, the tested form may be a part): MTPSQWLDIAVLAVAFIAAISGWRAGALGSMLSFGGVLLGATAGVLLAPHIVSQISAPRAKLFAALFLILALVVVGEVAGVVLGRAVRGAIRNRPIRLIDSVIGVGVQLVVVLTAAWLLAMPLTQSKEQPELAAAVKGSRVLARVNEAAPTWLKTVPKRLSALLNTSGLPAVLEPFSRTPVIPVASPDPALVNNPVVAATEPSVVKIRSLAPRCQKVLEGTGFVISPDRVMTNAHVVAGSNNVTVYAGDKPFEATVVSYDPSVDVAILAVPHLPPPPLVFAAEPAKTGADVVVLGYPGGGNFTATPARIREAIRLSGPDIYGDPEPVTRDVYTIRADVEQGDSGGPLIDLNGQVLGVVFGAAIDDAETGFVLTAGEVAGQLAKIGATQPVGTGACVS
# 3CLpro inhibitor – SARS-CoV 3CLpro protease inhibition | recombinant SARS-CoV 3CLpro, quenched FRET peptide cleavage | inhibition, % at 6 µM | hit rate 0.14% among 290,000 | P0C6X7; in the data active = inhibition above about 12%
# Mtb UGM inh – blocks M. tuberculosis UGM enzyme. P9WIQ1. hit rate 0.06% among 320,000. purified UGM, fluorescence polarization probe displacement. inhibition, % at 10 µM; in the data active = inhibition above about 10%, passing the limit was not always enough
# The depositor's hits bear a star; i = inactive; x = no result given; & = joins results of further samples. The list is partial; rates above refer to the full screens.
# Each structure is followed by: BioA inh	Vc quorum ag	MazF activator	FBA Mtb inh	GDH-TPI counter	DUSP3 inh	PriA SSB inh	Rv3671c protease	3CLpro inhibitor	Mtb UGM inh
O=C(Nc1ccc(N2CCOCC2)cc1)c1cccc(S(=O)(=O)N2CCCC2)c1
→ x	2.7	-5.0	2.2	3.0	-3.9	-11.1&-1.0	9.1	-5.3	-0.6
CCc1nc2ccc(C(=O)Nc3ccc(NC(C)=O)cc3)cc2nc1CC
→ -4.4	-0.2	4.6	3.2	14.8	32.7	-4.9	3.4	-3.7	-1.9
C[C@H]1CN([C@@H](C)CO)C(=O)c2cccc(NC(=O)C3CC3)c2O[C@H]1CN(C)Cc1ccc(-c2ccccc2)cc1
→ -0.4&-0.9	-0.4	3.1	3.1	9.9	x	0.5	-4.6	x	0.3
C=CCN1C(=O)c2ccccc2Sc2ccc(C(=O)N3CCN(C)CC3)cc21
→ 0.0	i	3.3	1.8	0.3	17.4	2.4	1.5	-2.9	-1.4
CNNC(=O)C(C)NC(=O)c1ccc(Br)cc1 (centres undefined)
→ -0.6	-7.0	1.4	-1.1	-4.6	13.2	-23.0	7.5	4.9	-2.3
Cc1cccc(NC(=O)CN(C)S(=O)(=O)c2cnc[nH]2)c1C
→ 2.9	-0.9	6.5	-0.6	2.7	x	x	x	x	x
COc1cccc(N(C(=O)c2sc(C)nc2C)C(C(=O)NCC2CCCO2)c2ccccc2)c1 (centres undefined)
→ 0.6	-0.3	6.7	2.1	-2.2	14.4	10.2	4.0	0.4	-1.8
COc1ccc(CNC(=O)Cn2nc([N+](=O)[O-])c(Br)c2C)cc1OC
→ -0.2	-0.3	4.5	5.6	-3.4	-1.2	-6.4	-4.6	-2.1	-1.4
COc1ccc(-n2nc(C(=O)NCC(=O)Nc3cc(OC)c(OC)c(OC)c3)c3ccccc3c2=O)cc1
→ 1.1	0.6	2.1	-2.7	1.9	2.1	-1.2	1.2	2.9	-3.1
O=S(=O)(c1ccc(S(=O)(=O)N2CCC(O)CC2)cc1)N1CCCC1
→ 2.7	0.2	4.8	0.8	-8.2	24.1	-3.0	7.3	-0.8	-0.5
CCN(C(=S)NC(=O)CCc1ccccc1)c1ccccc1
→ x	i	-3.1	-0.1	2.6	-0.8	-9.0	-1.6	2.2	-1.2
Cc1cc(NC(=O)C2CCCC2)nc2c1c(=O)oc1ccccc12
→ -0.8	-0.4	-4.9	2.2	1.9	2.4	-19.7	2.2	1.5	0.7
COc1ccc(NC(=O)/C(C#N)=C/c2c(C)nn(-c3ccc(F)cc3)c2Cl)cc1OC
→ -1.6	0.4	2.0	-0.1	9.5	-5.3	-0.6	6.4	2.7	-1.3
O=C(CSc1nc2ccccc2[nH]1)Nc1ccc2[nH]c(=O)[nH]c2c1
→ -1.2	0.4	-21.2	-1.9	1.3	x	-1.9	5.2	x	-0.7
CC(C)(C)c1ccc(-c2noc(CCC(N)=O)n2)cc1
→ 1.2	-0.3	-4.6	1.8	2.9	-16.6	-22.8	-10.1	1.5	-0.4
COc1ccc(-c2nnn(CC(=O)N(CCO)C(C(=O)NC3CCCC3)c3ccncc3)n2)cc1 (centres undefined)
→ x	i	13.7	4.8	3.8	5.6	-13.7	6.3	5.5	1.1
CCn1c(C(=O)NCc2ccccn2)cc2sccc21
→ -0.6	i	4.5	1.8	2.5	-0.6	-2.3	5.0	4.9	2.0
CSCCC(NS(=O)(=O)c1cccc(C(F)(F)F)c1)C(=O)Nc1ccccc1N1CCCC1 (centres undefined)
→ 0.5	-1.4	-8.0	-4.0	-7.9	x	2.3	2.8	x	-2.7
O=C(Nc1ccccc1)Oc1cccc(Br)c1
→ -2.1	-0.3	2.5	3.4	-1.1	13.3	-6.9	4.3	-1.1	3.1
S=c1nc(C23CC4CC(CC(C4)C2)C3)nc2sccn12
→ x	x	x	x	x	36.3	x	3.1	0.5	1.7

# Next part
# Each structure is followed by: BioA inh	Vc quorum ag	MazF activator	FBA Mtb inh	GDH-TPI counter	DUSP3 inh	PriA SSB inh	Rv3671c protease	3CLpro inhibitor	Mtb UGM inh
CCOC(=O)CSc1ccc2nnc(-c3cccnc3)n2n1
→ 1.0	-0.2	-3.8	13.4	7.5	-2.4	-11.2	-0.6	3.8	4.3
COc1cccc(CN2CCC2(C)C(=O)Nc2cccc(Oc3ccccc3)c2)c1F (centres undefined)
→ -1.5	-3.0	x	0.5	5.3	x	x	x	x	x
Cc1cccc(N=N/C(=C\O)C(=O)c2ccc(Br)cc2)c1
→ x	i	-11.1	-4.6	-11.9	13.1	x	-4.1	3.5	1.5
CCn1cc(C2C3=C(CC(C)(C)CC3=O)N(c3ccccc3)C3=C2C(=O)CC(C)(C)C3)c(C)n1
→ x	-0.2	-2.1	5.7	17.3	-3.8	2.3	1.6	-4.3	1.0
COc1cccc(C(=O)Nc2cccc(C(=O)N3CCOCC3)c2)c1
→ x	-0.1	1.3	1.2	8.2	6.1	-9.0	5.9	-1.4	-1.1
O=C(Cn1nnc(-c2ccccc2)n1)N/N=C/c1cc([N+](=O)[O-])ccc1O
→ 0.1	-0.4	-5.1	1.9	1.9	4.1	x	8.6	-0.2	-1.0
CC(Sc1nnnn1-c1ccc(O)cc1)c1nc2ccccc2c(=O)[nH]1 (centres undefined)
→ 0.7	-0.6	5.8	-0.9	3.7	9.0	-5.6	-0.7	0.2	-0.7
Cc1cc(C(=O)N2CCCC(N3CCN(c4cccc(Cl)c4)CC3)C2)n(C)n1 (centres undefined)
→ -0.1	i	2.7	-4.8	-9.3	-16.6	8.7	x	1.2	-1.0
Cc1csc(NC(=O)C(Cc2ccccc2)n2cccc2)n1 (centres undefined)
→ 0.8	-0.3	-4.2	0.6	7.5	29.6	-14.8	2.2	-1.6	-4.4
Cc1cc(C)cc(N2CC(C)Cn3c2nc2c3c(=O)[nH]c(=O)n2C)c1 (centres undefined)
→ 0.6	-1.2	11.1	-0.9	-1.4	x	5.5	1.9	-2.8	-1.1
Cc1ccc(-n2ncc(C(=O)Nc3cc(Cl)cc(Cl)c3)c2C2CCNCC2)cc1C
→ 0.8	i	22.6	0.2	7.0	1.7	14.2	x	-6.2	x
O=C(COC(=O)/C=C/c1cccc(F)c1)NCc1ccc2c(c1)OCO2
→ -0.4	i	0.7	-3.9	-3.6	x	x	x	x	x
COc1ccc(NC(=O)n2nc(OC(=O)c3cccs3)cc2N)cc1
→ -0.3	i	1.6	0.2	-1.2	6.7	-10.4	11.4	-7.1	3.8
COc1cccc(C(=O)Nc2cc(Cl)c(O)c(Cl)c2)c1
→ x	-0.2	-6.2	-3.8	22.3	8.5	-5.0	-4.5	1.3	2.1
Cc1ccc(S(=O)(=O)N2CCCC2C(=O)Nc2ccc(O)cc2)cc1 (centres undefined)
→ -1.3	-0.7	6.4	-0.1	3.0	-18.5	-1.4	-2.2	3.8	-1.5
O=C(Nc1ccc(Br)cc1)N1CCCC(O)C1 (centres undefined)
→ x	-0.3	6.2	1.8	5.8	-2.9	-3.3	-2.2	-1.5	-2.2
O=C(COC(=O)c1ccc([N+](=O)[O-])o1)NCc1ccc(F)cc1
→ 1.2	-0.3	-6.4	-0.4	11.0	x	0.0	-18.8	x	-0.7
c1cncc(CNc2nc(N3CCOCC3)nc(N3CCOCC3)n2)c1
→ x	i	-11.1	-0.8	-7.8	37.4	-7.3	-0.4	-1.9	1.1
CCc1nc2c(=O)[nH]cnc2o1
→ -0.1	i	11.2	-2.6	5.3	x	x	x	x	x
O=C(NC1CCCCC1)C(c1ccncc1)N(Cc1ccccc1)C(=O)c1ccc(-c2ccccc2)[nH]1 (centres undefined)
→ -0.4	-0.3	3.0	-1.2	9.7	34.3	22.4	-3.4	4.3	1.1

# (next part)
# Each structure is followed by: BioA inh	Vc quorum ag	MazF activator	FBA Mtb inh	GDH-TPI counter	DUSP3 inh	PriA SSB inh	Rv3671c protease	3CLpro inhibitor	Mtb UGM inh
COc1ccc(NC(=O)CN2C(=O)NC(C)(C3CCCCC3)C2=O)c(OC)c1 (centres undefined)
→ 1.4	0.8	4.6	-0.8	3.5	x	-7.7	-1.1	x	1.2
CN1CCN(/N=C/c2ccc(-c3ccccc3)cc2)CC1
→ -0.4	0.8	-5.0	-1.5	5.0	14.4	x	18.8	3.9	0.0
COc1cccc(CNC(=O)c2ccc3nc[nH]c3c2)c1
→ 10.8	i	-7.0	-7.5	12.0	-4.3	-9.5	-3.3	2.9	1.9
O=C(N/N=C/c1ccco1)c1ccc(NC(=O)C2CCCCC2)cc1
→ -0.4	-0.3	-5.2	-1.6	19.6	12.9	x	x	-0.2	-1.7
CCOC(=O)c1ccc[n+](CC(=O)c2ccccc2)c1
→ -1.1	-0.3	2.7	0.2	1.1	-4.7	-0.2	7.6	-1.6	0.6
CC1Sc2ccc(S(=O)(=O)CCC(=O)NCc3ccccc3Cl)cc2NC1=O (centres undefined)
→ 13.8	-0.6	-13.6	-6.4	-15.2	-16.2	-3.6	-9.5	-1.1	1.6
O=C(COC(=O)C1(c2ccccc2F)CCCC1)N1CCc2ccccc21
→ -0.4	i	3.1	1.9	-1.6	42.7	5.7	0.3	-2.3	-3.3
Cc1c(Cl)cccc1Nc1ccccc1C(=O)O
→ 1.0	i	-1.5	3.6	9.2	10.6	-3.3	1.3	10.3	-0.2
CCOC(=O)C1/C(=N\O)CC(C)(O)C(C(=O)OCC)C1c1ccc(N(C)C)cc1 (centres undefined)
→ -0.8	x	-6.2	1.7	1.9	28.6	x	-8.6	0.1	0.3
COc1ccc(N)cc1NC(=O)CN1CCOCC1
→ -1.4	i	6.9	1.7	-1.8	x	x	x	x	x
CCOC(=O)CSc1nnc(CNc2ccccc2Cl)n1-c1ccccc1
→ 3.9	-0.9	-11.0	1.4	-7.9	22.3	-10.0	4.0	-1.0	3.2
S=c1[nH]nc(-c2cc(-c3ccco3)[nH]n2)n1-c1cccc2ccccc12
→ -0.3	-5.0	-1.9	-6.9	0.6	18.8	10.6	-4.6	6.1	-2.2
CSc1ccc(/C=N/NC(=O)c2ccc(C)c(C)c2)cc1
→ 1.1	-0.3	-5.5	0.7	24.1	5.0	x	-4.8	0.4	-0.4
CCOC(=O)C1CCN(c2ncnc3c2nnn3Cc2ccccc2Cl)CC1
→ -0.3	-0.3	-1.6	-4.0	18.3	28.2	-6.9	-1.5	0.7	1.7
CCn1c(SCC(=O)Nc2cccnc2Cl)nnc1-c1ccccc1
→ 19.3	i	1.0	-0.2	-10.0	-11.0	-7.3	2.7	-0.7	-1.2
O=S(=O)(Nc1cccnc1)c1ccccc1
→ x	i	6.9	-4.6	-2.9	12.4	0.1	-4.9	2.2	-0.1
CCOC(=O)C1CCCN(S(=O)(=O)c2ccc(-c3cc(C)no3)s2)C1 (centres undefined)
→ -2.2	-0.3	0.2	1.4	10.1	-0.7	-12.8	-13.8	4.4	0.3
O=C1NCCCC1(c1ccccc1)c1ccccc1
→ -0.5	-5.9	9.8	-2.2	-9.7	x	x	x	x	x
CCOC(=O)c1ccc(CNC(=O)Cn2nnc(-c3ccccc3F)n2)o1
→ x	-0.5	6.2	0.2	-0.6	12.3	0.2	-5.0	-2.4	0.6
OC(COc1ccc(Br)cc1)CN1CCOCC1 (centres undefined)
→ -1.2	i	0.8	0.5	1.9	15.3	-0.1	-0.7	-2.0	-0.2
CN(CC(=O)Nc1cccc(F)c1)C(=O)c1ccc(C(=O)c2ccccc2)cc1
→ 2.5	-3.7	-4.0	-3.4	-6.2	x	2.0	x	x	x
CSCC[C@@H](Nc1nc(-c2ccccc2)nc2c1oc1ccccc12)C(=O)O
→ 0.1	-0.4	-11.3	2.9	-3.6	9.1	1.2	-6.2	6.0	2.9

# By substructure: those above containing a thiophene ring, fused or not (three)
# Each structure is followed by: BioA inh	Vc quorum ag	MazF activator	FBA Mtb inh	GDH-TPI counter	DUSP3 inh	PriA SSB inh	Rv3671c protease	3CLpro inhibitor	Mtb UGM inh
CCn1c(C(=O)NCc2ccccn2)cc2sccc21
→ -0.6	i	4.5	1.8	2.5	-0.6	-2.3	5.0	4.9	2.0
COc1ccc(NC(=O)n2nc(OC(=O)c3cccs3)cc2N)cc1
→ -0.3	i	1.6	0.2	-1.2	6.7	-10.4	11.4	-7.1	3.8
CCOC(=O)C1CCCN(S(=O)(=O)c2ccc(-c3cc(C)no3)s2)C1 (centres undefined)
→ -2.2	-0.3	0.2	1.4	10.1	-0.7	-12.8	-13.8	4.4	0.3
